From PubChem BioAssay
NR2F2 inh – blocks human COUP-TFII nuclear receptor; P24468; HEK293T NGFI-A luciferase reporter, luminescence; inhibition, % at 8.6 µM; 370,000 compounds, 0.7% hits; AID 686940;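 active = inhibition above a per-plate cutoff, mean inhibition of test wells between control levels plus 3 SD, cut at about 38% in these data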;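 also: cells cotransfected with COUP-TFII expression vector driving the NGFI-A reporter; 0% = median of COUP-TF2 test wells and 100% = reporter-only cells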
C8 TRAIL sens – sensitizes caspase-8 expressing cells to TRAIL; NB7+C8 cells + TRAIL, ATPlite viability luminescence; 360,000 compounds, 1% hits; inhibition (viability loss, TRAIL sensitization), % at 10 µM;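 active = compounds causing at least 50% loss of cell viability in the single-dose screen, relative to plate controls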
NR5A2 inv ag – NR5A2 inverse agonism in reporter assay | 360,000 compounds, 0.13% hits | HEK293T StAR-luciferase reporter, LRH-1 transfected, 24 h | AID 602396 | inhibition, % at 3.6 µM;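 active = inhibition above the mean inhibition of all tested compounds plus 3 SD, cut at about 73% in these data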;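 also: 0% = DMSO wells and 100% = reporter-only cells lacking LRH-1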
Vif inh – HIV Vif inhibition | 340,000 compounds, 0.35% hits | inhibition, % at 7.49 µM | HEK293T cells, Vif self-association by quenched fluorescence, imaging, 24 h; in the data active = inhibition above about 50%, passing the limit was not always enough; also: some results filed as inactive read as strong as hits
NCOA2 inhibitor – inhibits human steroid receptor coactivator 2. Q15596. HEK293 GAL4-SRC2 luciferase reporter, luminescence. inhibition, % at 9 µM. 370,000 compounds, 0.17% hits. AID 651957;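 active = inhibition above the mean inhibition of all tested compounds plus 3 SD, set per campaign, cut at about 52% in these data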;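 also: 0% = DMSO treated cells and 100% = cells given Gossypol at 36 µM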
TROY NFkB inh – TROY signaling inhibition; Q293 LMP1-TROYcd NF-kB luciferase reporter, 4 h; inhibition, % at 10 µM; 360,000 compounds, 0.98% hits; AID 1347056;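 active = compounds whose plate-normalised and pattern-corrected inhibition of the luciferase reporter signal at the single screening dose is 50% or more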
TLR9-MyD88 block – blocks human TLR9 binding to MyD88. Q9NR96+Q99836. CHO BLA complementation TLR9-MyD88, CCF4 FRET ratio. inhibition, % at 4.98 µM. 340,000 compounds, 0.21% hits;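 active = inhibition above the mean over all tested compounds plus 3 SD, cut at about 21% in these data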;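 also: 0% = DMSO only wells and 100% = clavulanate BLA inhibitor control wells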
Target sequence (Q99836 whole entry, looked up): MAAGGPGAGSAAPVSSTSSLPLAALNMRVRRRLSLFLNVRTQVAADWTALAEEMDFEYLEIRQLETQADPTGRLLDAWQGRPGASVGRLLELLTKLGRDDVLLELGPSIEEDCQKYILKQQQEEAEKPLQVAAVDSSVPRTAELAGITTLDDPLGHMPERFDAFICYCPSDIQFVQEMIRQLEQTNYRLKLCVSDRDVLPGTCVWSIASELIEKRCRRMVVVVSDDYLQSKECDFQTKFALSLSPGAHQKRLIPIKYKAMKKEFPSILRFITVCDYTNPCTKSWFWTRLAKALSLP
Target sequence (Q9NR96 whole entry, looked up): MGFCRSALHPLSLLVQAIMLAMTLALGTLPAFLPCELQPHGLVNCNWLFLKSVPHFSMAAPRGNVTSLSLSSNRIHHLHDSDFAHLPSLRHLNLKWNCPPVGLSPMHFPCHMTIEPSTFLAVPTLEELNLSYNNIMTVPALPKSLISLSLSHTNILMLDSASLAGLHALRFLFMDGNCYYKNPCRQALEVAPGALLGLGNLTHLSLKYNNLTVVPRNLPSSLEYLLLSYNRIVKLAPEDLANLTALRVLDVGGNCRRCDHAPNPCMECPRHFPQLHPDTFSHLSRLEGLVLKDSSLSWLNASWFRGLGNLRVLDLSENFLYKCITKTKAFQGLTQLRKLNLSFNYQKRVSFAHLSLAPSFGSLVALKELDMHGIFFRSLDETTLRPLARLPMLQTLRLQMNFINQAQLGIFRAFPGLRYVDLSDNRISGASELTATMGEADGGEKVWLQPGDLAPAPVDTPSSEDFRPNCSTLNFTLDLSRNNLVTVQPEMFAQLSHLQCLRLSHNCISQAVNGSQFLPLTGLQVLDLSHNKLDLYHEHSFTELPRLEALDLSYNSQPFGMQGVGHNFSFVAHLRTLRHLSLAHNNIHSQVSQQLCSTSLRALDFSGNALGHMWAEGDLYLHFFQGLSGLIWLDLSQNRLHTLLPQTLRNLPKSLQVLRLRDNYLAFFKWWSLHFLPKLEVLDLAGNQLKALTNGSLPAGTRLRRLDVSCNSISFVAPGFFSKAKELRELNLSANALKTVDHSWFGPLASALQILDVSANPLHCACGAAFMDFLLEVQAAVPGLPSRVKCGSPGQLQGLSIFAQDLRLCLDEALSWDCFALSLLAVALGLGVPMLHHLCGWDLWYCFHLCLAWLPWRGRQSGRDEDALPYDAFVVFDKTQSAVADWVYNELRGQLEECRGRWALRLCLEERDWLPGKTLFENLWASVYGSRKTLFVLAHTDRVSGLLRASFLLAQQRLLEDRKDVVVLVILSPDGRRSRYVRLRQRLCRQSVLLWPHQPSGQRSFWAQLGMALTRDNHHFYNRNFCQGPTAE
NCOA3 inh – inhibitors of human steroid receptor coactivator 3 (SRC3); AID 588352; 360,000 compounds, 0.17% hits; inhibition, % at 3.6 µM; HEK293 GAL4-SRC3 luciferase reporter, luminescence; Q9Y6Q9;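 active = inhibition above a per-campaign cutoff, the mean of all compounds plus 3 SD, cut at about 60% in these data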;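 also: 0% = DMSO-treated cells and 100% = gossypol-treated cells at 36 µM; higher means less SRC3-driven luciferase light from the GAL4 reporter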
SRC1 inh – human NCOA1 inhibition | Q15788 | inhibition, % at 3.6 µM | AID 588354 | 360,000 compounds, 0.12% hits | HEK293 GAL4-SRC1 luciferase reporter, luminescence;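 active = inhibition above the campaign mean plus 3 SD, with each screening campaign given its own cutoff, cut at about 60% in these data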;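 also: 0% = DMSO treated cells and 100% = gossypol at 36 µM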
NOD2-RIPK2 inh – blocks binding of human NOD2 to RIPK2. O43353. CHO BLA complementation NOD2-RIPK2, CCF4 ratio. inhibition, % at 4.98 µM. 360,000 compounds, 0.38% hits; in the data active = inhibition above about 21%;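 also: 0% = vehicle only and 100% = reference blocker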
EBV LMP1 NFkB – reduces LMP1-driven NF-kappaB luciferase signal; LMP1-induced NF-kappaB luciferase reporter cells, luminescence; inhibition, % at 12.5 µM; 350,000 compounds, 0.69% hits; in the data active = inhibition above about 41%;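 also: 0% = neutral control wells and 100% = reference inhibitor control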
An asterisk follows results filed as active; x = not tested or not shown. This is a subset; count on the stated rates, not on these rows.

SMILES	NR2F2 inh	C8 TRAIL sens	NR5A2 inv ag	Vif inh	NCOA2 inhibitor	TROY NFkB inh	TLR9-MyD88 block	NCOA3 inh	SRC1 inh	NOD2-RIPK2 inh	EBV LMP1 NFkB
O=C(NCc1ccc2c(c1)OCO2)Nc1ccc(F)cc1	-9	2	-24	0	-27	-32	-7	-24	-25	-4	-11
COc1cc(C2=CCN(C(C)=O)CC2)ccc1OC(C)=O	-21	19	15	22	-11	-17	-3	17	12	-15	6
O=C(O)c1ccccc1N/N=C/c1cc(Br)cc(Br)c1O	-24	20	-71	-1	-17	33	2	-91	-71	-6	-45
Cc1ccc(CN(C)CC(=O)Nc2ccc3c(c2)CCC3)cc1	-5	6	-5	-2	12	-48	-2	-8	-8	6	6
CC(C)C(C)NC(=O)COC(=O)/C=C/c1ccc(S(=O)(=O)N2CCc3ccccc32)cc1 (stereo unspecified)	9	1	-11	-7	0	-15	-2	7	-7	-5	4
COc1ccc(CN2CCN(Cc3cccc(Oc4ccccc4)c3)CC2)c(OC)c1OC	14	1	16	-10	-21	15	-1	-7	6	-3	17
COCCn1c(SCC(=O)NNC(=O)c2ccccc2)nc2ccccc2c1=O	-7	-2	-3	-9	-11	80*	9	14	7	-6	2
CCOc1cc(N2CCOCC2)c(OCC)cc1NC(=O)c1c(-c2ccccc2)noc1C	6	-12	0	-2	10	-12	12	3	2	2	-3
COc1cc(C(=S)N2CCCC2)cc(OC)c1OS(=O)(=O)c1ccc(NC(C)=O)cc1	6	-2	12	-2	-6	-5	-6	15	7	-23	2
Cc1nc2ccccc2c(=O)n1/N=C/c1ccc(O)cc1	-20	4	-4	-1	5	-14	1	7	4	6	1
CCOc1cc(N2CCOCC2)c(OCC)cc1NC(=O)C(NC(=O)c1c(F)cccc1F)C(C)C (stereo unspecified)	-13	3	11	3	8	2	-12	12	-19	0	6
COCC(=O)Nc1nc2ccccc2s1	-37	0	-19	-5	-58	-46	1	-37	-54	-8	-7
COc1ccc(F)cc1-c1cc(C(=O)Nc2ccc(NC(C)=O)cc2)[nH]n1	-14	-2	-1	3	-25	-7	x	-7	-10	-7	x
CCN(CC)C(=O)Cn1cc(S(=O)(=O)CC(=O)NCCc2ccccc2)c2ccccc21	12	-7	-5	x	1	4	-5	-13	-38	-2	3
O=C1NC(=O)C2(COC(c3cccc([N+](=O)[O-])c3)OC2)S1 (stereo unspecified)	-29	-1	0	13	-18	-3	-9	4	-24	-3	0
CC(C)Oc1ccc(S(=O)(=O)N2CCOCC2)cc1NC(=O)c1cc([N+](=O)[O-])ccc1N1CCOCC1	-5	12	-2	16	-8	5	0	5	-20	-2	2
O=C(c1cccc(S(=O)(=O)NCc2ccccc2)c1)N1CCN(c2cccc(C(F)(F)F)c2)CC1	0	21	-20	x	8	38	-6	23	-12	6	-15
C=CCSc1nc(N)c(NC(=O)c2ccco2)c(=O)[nH]1	-5	14	-6	-5	8	7	3	9	-27	-12	2
COc1ccc(-c2cc3onc(-c4c(Cl)cccc4Cl)c3c(=O)n2C)cc1	-10	-16	5	-5	-16	10	5	-5	-8	-4	-11
COC(=O)[C@]12CCCCC=C1N(Cc1ccc3c(c1)OCO3)C(=O)[C@H](CC(=O)NCc1cccs1)C2	3	-5	17	x	-14	x	x	x	x	-9	x
COC(=O)C(CC(=O)Nc1cc(C)ccc1C)Nc1ccccc1OC (stereo unspecified)	4	-5	-11	3	-17	15	-1	8	-4	-4	-11
C=C(C)CNC(=S)N/N=C(\C)c1ccc(-n2ccnc2)cc1	15	0	31	-3	-12	19	-1	11	-11	0	7
Cc1ccc(-n2c(SCC(N)=O)nnc2-c2cccnc2)c(C)c1	-3	-27	5	-1	-18	-5	5	-2	7	-2	4
Cc1cc(C)cc(OC2CCCCC2NS(=O)(=O)c2ccccc2)c1 (stereo unspecified)	4	0	-7	-13	-5	1	-13	12	-29	4	-4

Rewritten with values under each structure: part of the list above
Order of values – NR2F2 inh, C8 TRAIL sens, NR5A2 inv ag, Vif inh, NCOA2 inhibitor, TROY NFkB inh, TLR9-MyD88 block, NCOA3 inh, SRC1 inh, NOD2-RIPK2 inh, EBV LMP1 NFkB
> COc1ccc(F)cc1-c1cc(C(=O)Nc2ccc(NC(C)=O)cc2)[nH]n1
 : -14, -2, -1, 3, -25, -7, x, -7, -10, -7, x
> CCN(CC)C(=O)Cn1cc(S(=O)(=O)CC(=O)NCCc2ccccc2)c2ccccc21
 : 12, -7, -5, x, 1, 4, -5, -13, -38, -2, 3
> O=C1NC(=O)C2(COC(c3cccc([N+](=O)[O-])c3)OC2)S1 (stereo unspecified)
 : -29, -1, 0, 13, -18, -3, -9, 4, -24, -3, 0
> CC(C)Oc1ccc(S(=O)(=O)N2CCOCC2)cc1NC(=O)c1cc([N+](=O)[O-])ccc1N1CCOCC1
 : -5, 12, -2, 16, -8, 5, 0, 5, -20, -2, 2
> O=C(c1cccc(S(=O)(=O)NCc2ccccc2)c1)N1CCN(c2cccc(C(F)(F)F)c2)CC1
 : 0, 21, -20, x, 8, 38, -6, 23, -12, 6, -15
> C=CCSc1nc(N)c(NC(=O)c2ccco2)c(=O)[nH]1
 : -5, 14, -6, -5, 8, 7, 3, 9, -27, -12, 2
> COc1ccc(-c2cc3onc(-c4c(Cl)cccc4Cl)c3c(=O)n2C)cc1
 : -10, -16, 5, -5, -16, 10, 5, -5, -8, -4, -11
> COC(=O)[C@]12CCCCC=C1N(Cc1ccc3c(c1)OCO3)C(=O)[C@H](CC(=O)NCc1cccs1)C2
 : 3, -5, 17, x, -14, x, x, x, x, -9, x
> COC(=O)C(CC(=O)Nc1cc(C)ccc1C)Nc1ccccc1OC (stereo unspecified)
 : 4, -5, -11, 3, -17, 15, -1, 8, -4, -4, -11
> C=C(C)CNC(=S)N/N=C(\C)c1ccc(-n2ccnc2)cc1
 : 15, 0, 31, -3, -12, 19, -1, 11, -11, 0, 7
> Cc1ccc(-n2c(SCC(N)=O)nnc2-c2cccnc2)c(C)c1
 : -3, -27, 5, -1, -18, -5, 5, -2, 7, -2, 4
> Cc1cc(C)cc(OC2CCCCC2NS(=O)(=O)c2ccccc2)c1 (stereo unspecified)
 : 4, 0, -7, -13, -5, 1, -13, 12, -29, 4, -4

Other results follow.
SMILES	NR2F2 inh	C8 TRAIL sens	NR5A2 inv ag	Vif inh	NCOA2 inhibitor	TROY NFkB inh	TLR9-MyD88 block	NCOA3 inh	SRC1 inh	NOD2-RIPK2 inh	EBV LMP1 NFkB
O=C(Nc1nc2ccc(F)cc2s1)C1CCN(S(=O)(=O)c2cc([N+](=O)[O-])ccc2Cl)CC1	17	26	-46	-15	25	34	-15	-20	-39	1	21
O=C(NCc1ccc(F)cc1)C(C(=O)NCc1ccc(F)cc1)c1ncc(C(F)(F)F)cc1Cl	16	-4	2	-3	15	4	2	5	-3	9	-12
COC(=O)c1ccc(-c2nc(CN3CCN(Cc4cccc(C)c4)CC3)c(C)o2)cc1	22	-6	-3	-3	14	22	-4	-24	-19	-9	8
O=C(COC(=O)/C=C/c1ccccc1[N+](=O)[O-])NCC1CCCO1 (stereo unspecified)	0	-1	-6	-2	17	-17	7	-4	-15	-9	3
Cn1c(=O)c2c(nc(-n3ccnc3)n2C)n(C)c1=O	-2	-11	-2	x	-1	-11	-5	10	4	-7	0
COc1cc(OC)cc(C(=O)O/N=C(\N)c2ccncc2)c1	9	-9	4	-4	-3	-56	-5	1	-6	-10	-4
C[C@H]1COC(=O)[C@H](CC(=O)OC(C)(C)C)C/C=C\C[C@H](CC(=O)N(CCO)Cc2ccccc2)C(=O)N1	-14	-15	7	-10	-31	-3	-5	-5	-2	-5	0
CCOc1ccc(NC(=O)C2=C(C)NC(=S)NC2c2ccc(O)c(OC)c2)cc1 (stereo unspecified)	9	-11	-4	0	-18	21	11	8	-7	-2	4
COc1ccc2nnc(-c3ccccc3)n2n1	5	13	-16	-4	-18	0	-6	8	-20	0	-1
Cn1c2ccccc2c(=O)c2ccc(Cl)cc21	-10	3	-81	3	-67	-64	-6	-25	-33	-15	-9
O=C(NCC1CCCO1)C(c1cccnc1)N(C(=O)Cc1cccs1)c1ccccc1 (stereo unspecified)	-28	3	-32	-2	-26	-20	-7	-27	-29	-3	-26
COc1ccc(S(=O)(=O)N2CCN(C(=O)CN3C(=O)NC4(CCCC4)C3=O)CC2)cc1	4	-4	3	23	-14	20	-4	15	-2	-8	-1
COc1cc(/C=C2\SC(=S)N(CC(=O)Nc3cccnc3)C2=O)cc(OC)c1OC	13	-4	-22	-3	15	24	-3	6	-13	-2	7
Cc1cc(S(=O)(=O)Nc2c(C(=O)O)[nH]c3ccccc23)ccc1F	4	-1	13	10	-18	-23	-6	8	4	-4	-11
COc1ccc(CC(=O)OCN2C(=O)c3ccccc3C2=O)cc1OC	-20	-16	-9	1	-27	-6	-4	3	0	-8	4
Cc1sccc1/C=N/NC(=O)c1cccc2ccccc12	-9	2	-31	-18	-15	-28	-3	-5	-27	4	2
Cc1c(Cl)cccc1NC(=O)CNc1cccc(C(F)(F)F)c1	-2	-3	12	6	18	5	-10	4	18	-11	5
COc1ccc2cc(C3=CCCC3(C)C(=O)O)ccc2c1 (stereo unspecified)	-17	-2	-49	12	-20	-45	5	-30	-33	3	0
Cc1cc(C)n(C(=O)CNC(=O)c2ccccc2F)n1	-15	-4	11	6	19	-2	-7	-3	11	5	-5
COc1cccc(N2CC(C(=O)Nc3nnc(SCc4ccccn4)s3)CC2=O)c1 (stereo unspecified)	2	-4	9	-3	-8	0	-1	3	-1	-13	-5
CCC(C)NC(=O)c1[nH]c(C)c(C(=O)OC)c1C (stereo unspecified)	3	1	7	2	-13	-17	4	8	12	6	7
Cc1oc2cc3oc(=O)c(CC(=O)N[C@@H](C)C(=O)NC(Cc4ccc(Cl)cc4)C(=O)O)c(C)c3cc2c1C (stereo partly specified)	-2	5	1	-6	1	-5	-3	8	6	-16	-4
O=C(CSc1nnc(-c2cnccn2)n1Cc1ccco1)Nc1ccc(Br)cc1	-10	0	38	6	19	x	2	3	-8	4	0
O=C(Nc1ccncc1)c1ccc(Cl)c(S(=O)(=O)N2CCc3ccccc32)c1	73*	17	40	-3	18	46	7	28	27	5	13
CCc1cc(=O)oc2c(C)c(OC(C)C(=O)NCCCN3CCOCC3)ccc12 (stereo unspecified)	1	-1	18	-4	-27	3	-2	-19	-2	2	-3
Cc1nn(-c2ccccc2)nc1C(=O)Nc1cccc(C(=O)NC2CC2)c1	-11	19	4	x	-18	5	3	-5	24	-3	11
COc1ccc(CNc2oc(C)nc2C#N)cc1	2	-19	12	-7	-7	-7	-8	6	-23	-6	-2

Complete entries from above. Screens in order: NR2F2 inh, C8 TRAIL sens, NR5A2 inv ag, Vif inh, NCOA2 inhibitor, TROY NFkB inh, TLR9-MyD88 block, NCOA3 inh, SRC1 inh, NOD2-RIPK2 inh, EBV LMP1 NFkB
COc1ccc(CC(=O)OCN2C(=O)c3ccccc3C2=O)cc1OC in the list: -20, -16, -9, 1, -27, -6, -4, 3, 0, -8, 4
COc1cc(/C=C2\SC(=S)N(CC(=O)Nc3cccnc3)C2=O)cc(OC)c1OC in the list: 13, -4, -22, -3, 15, 24, -3, 6, -13, -2, 7
